3CLpro inhibitor: SARS-CoV 3CLpro protease inhibitors, primary screen, biochemical, quenched FRET. Replicase polyprotein 1ab (Severe acute respiratory syndrome coronavirus), P0C6X7. recombinant SARS-CoV 3CLpro, quenched FRET peptide cleavage. inhibition, % at 6 µM. 290,000 compounds, 0.14% hits. AID 1706, 2009; in the data active = inhibition above about 12%
SSB-PriA inh: inhibitors of Klebsiella pneumoniae PriA binding to SSB C-terminal tail, primary screen, biochemical, AlphaScreen | AlphaScreen SSBct-PriA binding, biotinylated peptide | PriA–SSB C-terminal tail interaction (Klebsiella pneumoniae) | inhibition, % at 33 µM | 430,000 compounds, 0.6% hits; in the data active = inhibition mostly above about 37%, no sharp cut-off; inactive = mostly below about 20%;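 also: plate controls were negative control peptide for no effect and reference peptide for full effect; strong numbers were not always called active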
BoNT A protease: BoNT/A light chain protease inhibitors, primary screen, biochemical, flow cytometry, MLPCN library. Botulinum neurotoxin type A light chain protease (Clostridium botulinum A str. ATCC 3502). multiplex microsphere protease substrate cleavage. inhibition, % at 10 µM. 360,000 compounds, 0.17% hits; also: plate controls were buffer without enzyme for full effect and enzyme alone for no effect
Vc quorum ag: inducers of Vibrio cholerae quorum light production without autoinducers, primary screen, BH1578 luxS cqsA deficient, single point; V. cholerae BH1578 lux reporter, luminescence, 6 h; activation, % at 18.7 µM; 350,000 compounds, 0.16% hits; AID 588436, 2011; in the data active = activation mostly above about 9.7%, no sharp cut-off; inconclusive = no clear call, values can overlap the other calls; inactive = mostly below about 3.7%; also: not every result past the cut was called active; inactives centre near 0; reference of the scale not given here
TcdB inh: TcdB glycohydrolase inhibitors, primary screen, biochemical, single point, plate reader | Toxin B (Clostridioides difficile), P18177 | TcdB glycohydrolase enzymatic assay | inhibition, % at 9.99 µM | 350,000 compounds, 0.24% hits | AID 652162, 2013; in the data active = inhibition above about 10%
Yp Topo-I inh: Yersinia pestis topoisomerase I inhibitors, primary screen, biochemical, cleavage product accumulation, plate reader, single point; Y. pestis Topo-I cleavage product accumulation; activity, % at 10 µM; 360,000 compounds, 0.064% hits; in the data active = activity above about 50%, passing the limit was not always enough; inconclusive = no clear call, values can overlap the other calls; also: inactives centre near 2
PrPC surface inh: inhibitors of human cell surface prion protein PrPC, primary screen, cell-based, TR-FRET; TR-FRET read-out; 370,000 compounds, 0.43% hits; inhibition, % at 13.8 µM; Major prion protein (Homo sapiens), P04156; AID 720596, 2013; in the data active = inhibition above about 24%; also: 0% = median of the test wells and 100% = reference compound wells
Anthrax LF inh2: Bacillus anthracis LF protease inhibitors, primary screen, biochemical, multiplex microsphere, MLPCN library | Lethal factor (Bacillus anthracis), P15917 | multiplex microsphere protease cleavage assay | inhibition, % at 10 µM | 360,000 compounds, 0.12% hits | AID 588501, 2011; also: plate controls were buffer without enzyme for full effect and enzyme alone for no effect
PfHsp40 yeast: rescue of yeast from PfHsp40 toxicity, primary screen, S. cerevisiae, ATP luminescence; S. cerevisiae expressing PfHsp40, growth rescue; growth rescue, % at 12.5 µM; 340,000 compounds, 0.68% hits; in the data active = growth rescue above about 28%, passing the limit was not always enough; inconclusive = no clear call, values can overlap the other calls;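 also: yeast W303a lacking pdr1 and pdr3 grown in galactose medium; growth measured after three days at 30 °C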
Starred values were filed as active, the others as inactive; i = inactive; ? = inconclusive; / = not tested or not shown; & = joins results of further samples. Rule as the data show it, unless noted: active = inhibition above about 30%; inconclusive = no clear call, values can overlap the other calls; inactive = below that. These rows are one share of the data (hit frequency here may not be typical).

SMILES	3CLpro inhibitor	SSB-PriA inh	BoNT A protease	Vc quorum ag	TcdB inh	Yp Topo-I inh	PrPC surface inh	Anthrax LF inh2	PfHsp40 yeast
CS(=O)(=O)c1ccc2nc(NC(=O)C3CC3)sc2c1	/	-11	1.2	-0.8	1.1	6	6	-4	/
O=C(O)CCC(=O)Nc1ccccc1N1CCOCC1	2	-10	-0.2	5.9	/	2	5	2	-0.7
CCOC(=O)C1CCN(C(=O)c2cc(C(C)(C)C)nn2Cc2ccccc2)CC1	2	-11	0.4	-5.3	0.7	1	5	-4	0.6
COc1ccccc1NC(=S)NCCc1ccc(Cl)cc1	-1	0	-0.3	0.4	/	9	3	-4	6.9
Cc1ccsc1CNCCc1ccc(F)cc1	1	-11	-2.3	-2.0	-0.9	6	9	2	0.1
COc1ccc(-n2nc3c(c2NC(=O)c2cc(Br)ccc2Cl)CS(=O)C3)cc1 (stereo unspecified)	-2	-13	-1.1	-0.2	0.7	3	5	0	-0.8
Nc1ccc(S(=O)(=O)c2ccc(N)nc2)cc1	/	-7	-0.6	0.1	0.9	-4	5	-8	/
Cc1nc2c3cnn(-c4ccc(C)c(C)c4)c3ncn2n1	1	0&-12	0.1	i	/	1	-8	-8	0.6
O=C(NCCc1c[nH]c2ccccc12)C1CCN(c2nnc(N3CCCC3=O)s2)CC1	1	3	0.5	i	/	2	2	-3	-0.8
C=CCN=c1scc(-c2ccco2)n1/N=C/c1ccc(O)c(O)c1O	6	/	-1.4	i	-1.3	-20	-4	-15	?
COC(=O)c1ccc2c(=O)n(NC(C)=O)c(=S)[nH]c2c1	3	3	-2.1	i	/	1	-7	-3	-0.8
CCCN(CC1CC1)C(=O)COC(=O)c1oc2ccc(OCC)cc2c1C	/	4	?	i	0.2	32	-2	?	3.3
CCOC(=O)C1CCCN(Cc2nc(Cc3ccccc3Cl)no2)C1 (stereo unspecified)	-1	-12	-0.2	-0.4	0.3	1	4	-1	-1.0
CCOC(=O)c1c(NC(=O)CSc2nnc3c(n2)[nH]c2ccc(F)cc23)sc(C(C)=O)c1C	0	6	/	1.2	/	3	0	/	2.5
CC(C)C(NS(=O)(=O)c1ccccc1F)C(=O)OCC(=O)NCc1ccco1 (stereo unspecified)	/	-8	-0.6	i	3.2	3	-4	0	1.0
Cc1ccc(OCCn2c(C)nc3ccccc32)cc1	0	-5&-3	-4.9	i	2.3	-4	5	-18	-1.0
CN(C)c1ncc(S(=O)(=O)c2ccccc2)c(-c2ccccc2Cl)n1	-1	-9	0.6	-0.3	/	11	3	-5	-1.8
Cc1ccc(NC(=O)c2cc(Cl)ccc2[N+](=O)[O-])cc1C	2	10	-0.1	-0.3	/	0	-21	0	0.8
O=C(C1CCCO1)N1CCN(S(=O)(=O)c2ccccc2)CC1 (stereo unspecified)	1	-19	-1.9	i	1.6	-5	/	0	0.6
O=C(CSc1nnnn1-c1ccc2c(c1)OCO2)NCc1ccccc1	2	10	-0.8	0.9	/	8	3	-6	0.8
CC(C)(C)OC(=O)N[C@@H](Cc1ccccc1)C(=O)NCC1CCC(C(=O)N[C@@H](CC(=O)O)C(=O)O)CC1 (stereo partly specified)	6	-5	-2.1	-1.0	-0.4	-2	-2	-2	-0.6
CN(CCCNC(=O)c1ccccc1F)CCCNC(=O)c1ccccc1F	2	-20	-0.2	i	2.9	0	-7	-3	0.6
Cc1ccc2c(CC(=O)OCC(=O)N(CC(C)C)c3c(N)n(Cc4ccccc4)c(=O)[nH]c3=O)coc2c1	/	11	1.0	-0.7	0.7	39	1	0	2.0
Cc1cc(C)c(OCC(O)CNC(C)(C)C)c(C)c1 (stereo unspecified)	5	0	-0.2	i	0.4	-6	3	-2	-0.6
Cc1cccc(Cn2cc(/C=C/[N+](=O)[O-])c3ccccc32)c1	4	8	28	-0.2	/	0	7	15	0.9
COC(=O)CCN(C1CCCCC1)S(=O)(=O)c1ccc(S(=O)(=O)NC2CCCCC2)cc1	0	-9	-1.4	/	/	1	16	-28	1.8
COC(=O)c1ccc(COC(=O)CCS(=O)(=O)c2ccc(C)cc2)cc1	-1	-38	-0.4	i	0.7	1	6	-3	1.8
CCN=C1NN=C(c2cc(C)n(Cc3ccco3)c2C)CS1	-3	-6	0.1	-0.4	1.5	-7	0	-1	0.4
COc1ccc(/C=C2\SC(=S)N(CCC(=O)Nc3cccc(O)c3)C2=O)cc1	1	-2	-2.1	i	-0.3	-2	-7	12	-0.6
CCOC(=O)C1=C(CN2CCc3ccccc32)NC(=O)NC1c1cccc([N+](=O)[O-])c1 (stereo unspecified)	5	30	5.5	-0.7	/	-3	-1	-9	-1.1
CC1=Nn2c(nnc2-c2ccccc2Cl)SC1	2	2	0.9	i	/	2	0	-12	-1.6
O=C(CCCC(=O)c1ccccc1)NCCc1ccccc1F	-1	-8	-5.2	i	-0.3	-1	-8	-5	0.7
Cc1ccc(C(=O)NCC(=O)NCC(=O)OCC(=O)c2ccc(F)cc2)cc1	-1	-26	-0.9	i	/	-1	1	0	0.0
Cc1onc(-c2ccccc2)c1CNC(=O)C1COc2ccccc2O1 (stereo unspecified)	1	-8	?	-0.7	0.0	-2	4	-12	0.3
CC(=O)N(c1cccc(Br)c1)c1nc(C)cc(C)c1C#N	7	5	1.9	-0.6	-1.0	6	2	-1	22
CCOc1ccc(CNC(=O)CCn2c(=O)oc3ccccc32)cc1	0	-11	0.6	i	/	3	-1	-5	0.1
CN1CCN(C(=O)c2ccc3c(c2)NC(=O)C(C)(C)O3)CC1	1	-21	2.1	-0.1	/	6	-3	-10	0.3
CC(C)CNC(=O)COC(=O)c1ccccc1SCC(=O)NCC(C)C	-1	1	-0.2	-0.1	0.5	-7	-10	-2	1.1
Cc1ccc(S(=O)(=O)N2CCN(C(=O)C3COc4ccccc4O3)CC2)cc1C (stereo unspecified)	5	-17	?	0.5	/	9	4	-3	5.0
Cc1c(N=NC2=C(O)CC(C)(C)CC2=O)cc2c(c1[N+](=O)[O-])C(C)(C)CC2(C)C	2	5	1.0	i	1.2	-6	-2	-9	-2.8
O=C(c1cccc([N+](=O)[O-])c1)N1CCN(c2ccc(Cl)cc2)CC1	0	-6	0.2	-1.0	0.1	8	-2	-1	0.6
O=c1c(Cc2ccc(F)cc2)c(O)ccn1Cc1ccc(Cl)cc1Cl	-2	-15	-0.3	-0.3	/	2	4	-1	-0.3
CC(=O)NC(Cc1c[nH]c2ccccc12)C(=O)NCc1ccco1 (stereo unspecified)	3	-3	-3.2	-0.2	-2.5	7	2	-4	-0.6
COc1cc(C(=O)Nc2ccccc2C2COC(=O)C2=N)cc(OC)c1OC (stereo unspecified)	2	-7	0.2	-0.2	/	-3	4	2	-0.3
Cc1ccc(/C=C2/SC(=S)N(C3CCCCC3)C2=O)o1	-3	10	39*	i	1.2	-6	-2	24	1.4
C=CCN(c1ccc(Br)cc1C(=O)OC)S(C)(=O)=O	/	2	-0.2	-0.5	-3.8	-7	4	-7	-1.0
O=C(COc1ccc(Cl)cc1)NCc1nnc(SCC(=O)Nc2ccccc2F)o1	3	-20	-0.9	i	1.9	-7	-3	0	1.7
O=C(/C=C/c1ccco1)NCC1COc2ccccc2O1 (stereo unspecified)	1	1	-0.3	0.2	5.4	7	-4	29	0.9
CCOC(=O)CN1C(=O)/C(=C/c2ccccc2Br)Oc2ccccc21	0	-1	0.7	i	0.8	13	-4	3	-2.6
CSc1ccccc1NC(=O)CN(c1ccccc1Br)S(C)(=O)=O	-1	8	-0.2	i	0.2	-5	3	-2	0.1
COc1ccc(NC(=O)CC2SC(=O)NC2=O)cc1 (stereo unspecified)	7	-6	-0.6	-9.1	/	0	7	-3	-0.3
Cc1ccccc1NC(=O)c1cccc(N2C(=O)C3C4CC(C(Br)C4Br)C3C2=O)c1 (stereo unspecified)	0	-8	-0.7	-0.7	1.3	11	5	0	-0.1
Cc1ccc(OCC(=O)N2CCN(c3nnc(-c4ccc(C)cc4)c4ccccc34)CC2)cc1	-3	6	2.0	-2.4	/	7	10	-2	-1.2
OCC1(CCc2ccccc2)CCCN(CCCC(F)(F)F)C1 (stereo unspecified)	4	-6	0.8	i	0.9	10	-6	-10	-1.2
Cc1cc(OCc2cc(C(=O)N(C)CCc3cnn(C)c3)no2)cc(C)c1Cl	4	-21	-0.7	0.5	1.2	32	2	1	-0.4
CCN1CCN(CCCNC(=O)c2ccc(NC(=O)C3=CSCCO3)cc2)CC1	1	4	0.6	-5.6	0.2	-7	-2	-1	-2.2
CCN(CC)S(=O)(=O)c1cc(NC(=O)COC(=O)c2sc3ccccc3c2Cl)ccc1C	4	5	0.4	-0.6	2.2	5	6	-3	-1.1
NC(=O)N/N=C/c1cn(-c2ccccc2)nc1-c1cccs1	7	/	-0.2	-0.7	3.6	-1	0	-3	-2.2
Cc1sc2c(=O)n3c(nc2c1C(=O)NC1CCCCC1)CCCCC3	3	2	0.1	-3.2	/	23	-8	0	-1.2
c1nc2sc3c(c2c2nnnn12)CCCC3	0	1	1.2	i	/	-7	-4	-2	2.1

(list continues)
SMILES	3CLpro inhibitor	SSB-PriA inh	BoNT A protease	Vc quorum ag	TcdB inh	Yp Topo-I inh	PrPC surface inh	Anthrax LF inh2	PfHsp40 yeast
CCc1ccc(NC(=O)CCn2c(=O)c3cccn3c3ccccc32)cc1	2	-11	-1.1	-0.6	1.2	-3	15	-2	4.1
COc1ccc(-c2nnc3ccc(SCC(=O)Nc4cc(C)on4)nn23)cc1OC	-1	0&-11	-0.6	0.8	0.4	1	3	-5	-0.9
O=C(O)c1ccc2c(c1)C(=O)N(c1ccc(/C=C/C(=O)c3ccccc3)cc1)C2=O	1	-11	0.5	i	-1.5	-5	7	-2	-0.7
COc1ccc(C(C)(NC(C)=O)c2nc(-c3cncnc3)cs2)cc1 (stereo unspecified)	/	/	0.0	3.3	0.7	5	1	0	/
CCOc1ccc(NC(=O)CCN2CCN(S(=O)(=O)c3ccc(Cl)cc3)CC2)cc1	2	5	1.1	i	0.3	3	3	-1	-0.7
O=C(CNc1ccc2ccccc2c1)N/N=C/c1cc2ccccc2nc1Cl	6	/	2.4	-0.4	/	0	-10	-3	0.6

A draw from above in order of length of the SMILES, falling.
SMILES	3CLpro inhibitor	SSB-PriA inh	BoNT A protease	Vc quorum ag	TcdB inh	Yp Topo-I inh	PrPC surface inh	Anthrax LF inh2	PfHsp40 yeast
O=C(O)c1ccc2c(c1)C(=O)N(c1ccc(/C=C/C(=O)c3ccccc3)cc1)C2=O	1	-11	0.5	i	-1.5	-5	7	-2	-0.7
CCN(CC)S(=O)(=O)c1cc(NC(=O)COC(=O)c2sc3ccccc3c2Cl)ccc1C	4	5	0.4	-0.6	2.2	5	6	-3	-1.1
CCOc1ccc(NC(=O)CCN2CCN(S(=O)(=O)c3ccc(Cl)cc3)CC2)cc1	2	5	1.1	i	0.3	3	3	-1	-0.7
COc1ccc(-c2nnc3ccc(SCC(=O)Nc4cc(C)on4)nn23)cc1OC	-1	0&-11	-0.6	0.8	0.4	1	3	-5	-0.9
CCc1ccc(NC(=O)CCn2c(=O)c3cccn3c3ccccc32)cc1	2	-11	-1.1	-0.6	1.2	-3	15	-2	4.1
Cc1sc2c(=O)n3c(nc2c1C(=O)NC1CCCCC1)CCCCC3	3	2	0.1	-3.2	/	23	-8	0	-1.2
NC(=O)N/N=C/c1cn(-c2ccccc2)nc1-c1cccs1	7	/	-0.2	-0.7	3.6	-1	0	-3	-2.2

Source: PubChem (several laboratories)
